STK33 inh = human STK33 kinase inhibition; Q9BYT3; ADP-Glo luminescence, MBP substrate; inhibition, % at 12.5 µM; actives 0.44% (n = 27,000); AID 2322; in the data active means inhibition above about 20%
Target sequence (Q9BYT3 whole entry, looked up): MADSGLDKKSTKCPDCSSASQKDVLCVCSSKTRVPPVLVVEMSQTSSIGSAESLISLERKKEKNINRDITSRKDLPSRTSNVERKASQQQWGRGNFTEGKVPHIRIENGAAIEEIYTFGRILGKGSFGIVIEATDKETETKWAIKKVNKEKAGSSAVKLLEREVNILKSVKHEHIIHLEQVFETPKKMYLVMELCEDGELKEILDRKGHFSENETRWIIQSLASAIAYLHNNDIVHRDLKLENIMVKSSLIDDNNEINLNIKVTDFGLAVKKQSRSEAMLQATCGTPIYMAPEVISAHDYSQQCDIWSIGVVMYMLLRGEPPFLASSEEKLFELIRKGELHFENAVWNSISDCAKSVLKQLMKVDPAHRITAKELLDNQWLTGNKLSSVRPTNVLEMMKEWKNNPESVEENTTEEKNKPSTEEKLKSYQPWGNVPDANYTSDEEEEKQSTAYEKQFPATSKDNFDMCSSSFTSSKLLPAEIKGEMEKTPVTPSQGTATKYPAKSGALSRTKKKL
p53 PUMA act = re-activators of the mutant p53 pathway | SW480 PUMA-promoter luciferase, p53 mutant reactivation | activation, % at 9.98 µM | actives 1.5% (n = 28,000); in the data active means activation above about 52%
* marks the source's active call; other numbers are inactive results; x = no result given. This is a subset; rates above refer to the full screens.

SMILES	STK33 inh	p53 PUMA act
C[C@H](CO)N1C[C@H](C)[C@@H](CN(C)S(=O)(=O)c2ccc(C#N)cc2)OCc2cn(nn2)CCCC1=O	0.0	0.1
C[C@H](CO)N1C[C@H](C)[C@H](CN(C)CC2CC2)OCc2cn(nn2)CCCC1=O	1.7	x
COc1ccc(S(=O)(=O)Nc2ccc3c(c2)CC(=O)N([C@H](C)CO)C[C@H](C)[C@H](CN(C)S(=O)(=O)c2ccccc2)O3)cc1	-0.9	x
COc1ccc(Cl)cc1NC(=S)NCc1cc(C)n(C)n1	3.1	-12.9
Cc1cc(CNC(=O)c2cc(-c3ccccc3)nc3ccccc23)nn1C	-3.4	-5.3
C[C@H](CO)N1C[C@H](C)[C@@H](CN(C)Cc2ccccc2C(=O)O)Oc2ncc(C3=CCCCC3)cc2C1=O	x	10.9
CC(=O)O[C@@H]1C=C[C@@]2(C)C(C[C@@H](OC(C)=O)[C@@]3(C)C4=CC(=O)O[C@@H](c5ccoc5)[C@]4(C)CCC23)C1(C)C (some centres not stated)	2.2	x
COc1cc2c(cc1NC(=O)C(C)Oc1ccc(Cl)cc1Cl)oc1ccccc12 (configuration not stated)	0.7	16.6
CCOC(=O)c1ccc(COc2ccc(-c3cnc4ccccc4n3)cc2)o1	2.6	129.9*
C[C@@H]1CN([C@@H](C)CO)C(=O)CCCn2nncc2CO[C@H]1CN(C)Cc1cccc(C(F)(F)F)c1	-7.6	x
COc1ccc(-c2cnc3c(c2)C(=O)N([C@H](C)CO)C[C@H](C)[C@H](CN(C)S(=O)(=O)c2ccc(C)cc2)O3)cc1	0.3	x
C[C@H]1CN([C@@H](C)CO)C(=O)c2cc(NC(=O)C3CCCCC3)ccc2O[C@@H]1CN(C)Cc1ccc(C(F)(F)F)cc1	0.9	x
CC(=O)Nc1cccc(NC(=O)CSc2ccccc2[N+](=O)[O-])c1	1.5	42.9
C[C@@H]1CN([C@H](C)CO)C(=O)c2cccc(NC(=O)C3CCOCC3)c2O[C@H]1CN(C)C(=O)Nc1cccc2ccccc12	x	-2.5
CC(=O)c1cccc(NC(=O)CSc2nnc(-c3ccccc3Cl)n2-c2ccccc2)c1	1.9	17.2
CCC(=NCc1ccc(C#N)cc1)c1ccccc1O	x	15.6
Cc1cc2cc(O)cc(O)c2c(=O)o1	3.5	6.6
CC(C)NC(=O)Nc1ccc2c(c1)C(=O)N([C@H](C)CO)C[C@H](C)[C@H](CN(C)C(=O)c1ccncc1)OCCCC[C@H](C)O2	x	14.1
C[C@@H]1CN([C@@H](C)CO)C(=O)c2cc(NC(=O)C3CC3)ccc2O[C@H]1CN(C)C(=O)Nc1ccccc1	x	2.2
CNC[C@@H]1OCCCC[C@@H](C)Oc2ccc(N(C)C)cc2C(=O)N([C@H](C)CO)C[C@@H]1C	0.3	8.3
C/C=C1/[C@H](O[C@@H]2O[C@H](CO)[C@@H](O)[C@H](O)[C@H]2O)OC=C2C(=O)O[C@@H]3C[C@@H](C(C)CO)[C@H](COC(=O)C[C@H]21)[C@H]3C (some centres not stated)	-0.3	-2.1
CC(=O)Oc1ccc2c(c1)CCC1C2CC[C@@]2(C)C1CC[C@@H]2OC(C)=O (some centres not stated)	3.7	x
CNC[C@H]1Oc2ccc(NC(=O)Nc3cccc4ccccc34)cc2CC(=O)N([C@H](C)CO)C[C@@H]1C	x	-3.9
COc1ccc(S(=O)(=O)Nc2ccc3c(c2)CC(=O)N([C@@H](C)CO)C[C@H](C)[C@@H](CN(C)S(=O)(=O)c2ccc(C)cc2)O3)cc1	2.1	x
Cc1noc(C)c1S(=O)(=O)Nc1ccc2c(c1)CC(=O)N([C@@H](C)CO)C[C@@H](C)[C@@H](CN(C)Cc1ccccc1)O2	-4.8	x
Cc1noc(C)c1S(=O)(=O)Nc1ccc2c(c1)CC(=O)N([C@H](C)CO)C[C@H](C)[C@@H](CN(C)C(=O)NC(C)C)O2	x	9.7
C[C@@H]1CN([C@H](C)CO)C(=O)Cc2cc(NC(=O)Cc3ccccc3)ccc2O[C@@H]1CN(C)S(=O)(=O)c1ccccc1	-4.2	x
COc1cc(O[C@@H]2O[C@H](CO[C@H]3OC[C@](O)(COC(=O)c4ccc(O)c(OC)c4)[C@H]3O)[C@@H](O)[C@H](O)[C@H]2O)ccc1O	-0.2	-55.2
CC(C)(O)/C=C/C1=CC(O)C(C)(O)CC1O (configuration not stated)	-4.1	-15.7
CSc1ccccc1NC(=O)CN(C)S(=O)(=O)c1ccc(Cl)cc1	1.9	17.9
C[C@H]1CN([C@@H](C)CO)C(=O)Cc2cc(NC(=O)c3ccncc3)ccc2O[C@H]1CN(C)Cc1ccc2c(c1)OCO2	-0.8	x
Cc1nc2c(c(=O)[nH]1)CSCC2	x	-6.3
S=C(NCCCc1cnc[nH]1)NCCCN(Cc1ccc(Cl)c(Cl)c1)c1ccc(Br)cn1	x	-89.0
Cc1ccc(S(=O)(=O)N(C)C[C@@H]2Oc3ccc(NS(C)(=O)=O)cc3C(=O)N([C@@H](C)CO)C[C@@H]2C)cc1	x	-3.3
CC(=O)Nc1ccc(Nc2ncnc3c2cnn3Cc2ccc(Cl)cc2)cc1	-2.9	3.0
COc1ccc(-c2csc3ncnc(SCc4c(C)noc4C)c23)cc1	3.1	1.0

Reformatted as comma-separated lines: entries from further up
canonical_smiles,STK33 inh,p53 PUMA act
CC(=O)Nc1ccc(Nc2ncnc3c2cnn3Cc2ccc(Cl)cc2)cc1,-2.9,3.0
Cc1nc2c(c(=O)[nH]1)CSCC2,x,-6.3
COc1cc(O[C@@H]2O[C@H](CO[C@H]3OC[C@](O)(COC(=O)c4ccc(O)c(OC)c4)[C@H]3O)[C@@H](O)[C@H](O)[C@H]2O)ccc1O,-0.2,-55.2
CC(C)(O)/C=C/C1=CC(O)C(C)(O)CC1O (configuration not stated),-4.1,-15.7

Further records follow:
SMILES	STK33 inh	p53 PUMA act
C[C@H]1CN([C@@H](C)CO)C(=O)c2cccc(NC(=O)c3nc4ccccc4s3)c2O[C@H]1CN(C)C(=O)Nc1ccccc1	x	-4.7
NC(=O)CSc1nc2ccc([N+](=O)[O-])cc2[nH]1	2.7	-15.6
CCOC(=O)c1cnc2c(C(F)(F)F)cccc2c1NCCO	10.0	-5.2
O=C(COc1ccccc1[N+](=O)[O-])Nc1cccc(-c2nc3cc(Cl)cc(Cl)c3o2)c1	-1.7	8.2
C[C@H]1CN([C@@H](C)CO)C(=O)c2cc(C3=CCCCC3)cnc2O[C@H]1CN(C)Cc1ccncc1	x	8.8
C[C@H]1CN([C@@H](C)CO)C(=O)c2cccc(N(C)C)c2O[C@@H]1CN(C)C(=O)NC1CCCCC1	x	-1.9
N=C1C(c2nc3ccccc3s2)=C(O)CN1CCCN1CCOCC1	-3.3	7.1
COc1cc(/C=C(\C#N)C(N)=O)cc(CSc2nc3ccccc3s2)c1O	x	7.3
O=C(Cn1ccc([N+](=O)[O-])n1)NCc1cccs1	4.6	0.3
O=C(O)CCCC(=O)Nc1cccc(Cl)c1	-2.6	-7.2
CC(=O)Nc1ccc(NC(=O)COc2ccccc2C(=O)Nc2cccc(C)c2C)cc1	-3.5	-15.0
C[C@H]1CN([C@@H](C)CO)C(=O)c2cc(NS(=O)(=O)c3ccc(F)cc3)ccc2O[C@H]1CN(C)S(=O)(=O)c1ccc(F)cc1	0.8	x
C=CCNC(=O)[C@H]1[C@@H]2C(=O)O[C@@H](c3ccccc3)[C@@H](c3ccccc3)N2[C@@H](c2ccccc2OCCO)[C@]12C(=O)N(C(=O)OCCOC)c1ccc(C#CC3(O)CCCCCC3)cc12	2.0	x
Cc1cccc(C)c1OCC(=O)NCc1ccccn1	3.1	4.7
C[C@@H]1CN([C@H](C)CO)S(=O)(=O)c2ccc(-c3ccc(C#N)cc3)cc2O[C@@H]1CN(C)Cc1ccccn1	x	-1.1
CC1CCc2c(sc3ncnc(NCCCOC(C)C)c23)C1 (configuration not stated)	2.4	-9.0
COc1ccc(CCNS(=O)(=O)c2ccc(OC)c(Cl)c2Cl)cc1OC	3.9	-11.7
C[C@H]1CN([C@@H](C)CO)C(=O)c2cc(NC(=O)Cn3cnnn3)ccc2O[C@@H]1CN(C)Cc1ccccc1	0.9	x
COc1ccc(S(=O)(=O)Nc2ccc3c(c2)C(=O)N([C@@H](C)CO)C[C@H](C)[C@H](CN(C)C(=O)Nc2ccc(F)cc2)O3)cc1	-0.9	x
Cc1ccc(S(=O)(=O)Nc2ccc3c(c2)C(=O)N([C@@H](C)CO)C[C@H](C)[C@@H](CN(C)Cc2ccc(C(F)(F)F)cc2)O3)cc1	1.3	x
CCC(=O)N(C)C[C@H]1Oc2cc(-c3ccc(F)cc3)ccc2S(=O)(=O)N([C@@H](C)CO)C[C@@H]1C	x	-15.7
C[C@@H]1CN([C@@H](C)CO)C(=O)c2cc(NC(=O)Nc3ccc4c(c3)OCO4)ccc2O[C@@H]1CN(C)C	2.7	-1.8
CC(C)NC(=O)Nc1ccc2c(c1)C(=O)N([C@@H](C)CO)C[C@@H](C)[C@H](CN(C)C)OCCCC[C@H](C)O2	x	6.1
Cc1ccc(-n2c(SCC(=O)Nc3cccc(C)c3C)nnc2-c2ccncc2)cc1C	0.8	-6.7
COc1ccccc1C1(O)CCN(CCCn2c3ccccc3c3ccccc32)CC1	x	-69.3
CN(CCCC(=O)O)c1nc(-c2ccc(F)cc2)cs1	-1.4	-15.4
O=S(=O)(N[C@@H]1CCCN(Cc2ccc(OCCO)cc2)C1)c1cc(C(F)(F)F)ccc1Cl	-1.8	x
NC(=O)c1ccc(-n2c(CCC(=O)O)ccc2-c2cccs2)cc1	-1.1	0.0
C/C=C/c1ccc2c(c1)O[C@H](CN(C)Cc1ccc(C(=O)O)cc1)[C@@H](C)CN([C@H](C)CO)S2(=O)=O	x	8.4
C[C@@H]1CN([C@H](C)CO)C(=O)Cc2cc(NC(=O)c3ccncc3)ccc2O[C@@H]1CN(C)S(=O)(=O)c1ccc(F)cc1	1.6	x
C=C(C)Cn1c(SCc2nc3ccccc3[nH]2)nc2sc3c(c2c1=O)CCC3	-2.1	15.4
C[C@@H]1CN([C@H](C)CO)C(=O)Cc2cc(NC(=O)c3ccncc3)ccc2O[C@H]1CN(C)S(=O)(=O)c1cn(C)cn1	1.3	x
C[C@H]1CN([C@@H](C)CO)C(=O)CCCn2cc(nn2)CO[C@H]1CN(C)Cc1cccc(C(F)(F)F)c1	-0.3	x
COc1ccc(NC(=O)N(C)C[C@@H]2OCCCC[C@@H](C)Oc3ccc(NS(=O)(=O)c4ccc(OC)cc4)cc3C(=O)N([C@H](C)CO)C[C@@H]2C)cc1	-2.3	4.6
CCn1c(SCC(=O)Nc2ccc(Cl)cc2Cl)nnc1-c1ccccc1F	-1.2	2.6
O=C(NCCOc1nc(N2CCCCC2)nc(N2CCOCC2)n1)Nc1ccccc1	-3.7	11.0
C[C@@H]1CN([C@H](C)CO)C(=O)c2cc(NC(=O)CCC(F)(F)F)ccc2O[C@@H](C)CCCCO[C@@H]1CN(C)S(=O)(=O)c1ccccc1	x	-18.4
C[C@@H]1CN([C@H](C)CO)C(=O)c2cc(NC(=O)Cc3ccccc3)ccc2O[C@H]1CN(C)S(=O)(=O)c1cccs1	0.3	14.9
C[C@@H]1CN([C@H](C)CO)C(=O)Cc2cc(NC(=O)CCN3CCOCC3)ccc2O[C@@H]1CN(C)Cc1ccc(Cl)c(Cl)c1	-0.8	-1.5
COc1ccc(NC(=O)N(C)C[C@@H]2OCc3cnnn3CCCC(=O)N([C@H](C)CO)C[C@H]2C)cc1	5.1	x
Cc1noc(C)c1NC(=O)Nc1ccc2c(c1)C(=O)N([C@H](C)CO)C[C@@H](C)[C@H](CN(C)C(=O)Nc1cccc3ccccc13)O2	1.8	x
C[C@@H]1C[C@H]2OC[C@@]3(C)CCC[C@](C)(C23)[C@@]1(O)CCc1ccoc1 (some centres not stated)	-9.3	21.5
C[C@H]1CN([C@@H](C)CO)C(=O)Cc2cc(NC(=O)Cn3cnnn3)ccc2O[C@@H]1CN(C)C(=O)Nc1ccc(C(F)(F)F)cc1	0.8	x
COc1ccc(S(=O)(=O)Nc2ccc3c(c2)C(=O)N([C@H](C)CO)C[C@@H](C)[C@@H](CN(C)C(=O)Nc2ccccc2)O3)cc1	1.7	x
CNC[C@H]1Oc2ccc(NS(=O)(=O)c3ccc(OC)cc3)cc2C(=O)N([C@H](C)CO)C[C@@H]1C	x	5.9
Cc1ccc(-c2nc3ncccc3o2)cc1NC(=O)COc1cc(C)c(Cl)c(C)c1	2.1	-26.2
Cc1nn(Cc2cccc(C(=O)Nc3ccc(S(=O)(=O)N4CCCCC4)cc3)c2)c(C)c1Cl	-2.9	-15.4
Cc1ccc(S(=O)(=O)N(C)CC(=O)Nc2ccc(F)cc2)cc1	-2.8	0.2

3 neighbouring compounds from above:
SMILES	STK33 inh	p53 PUMA act
CNC[C@H]1Oc2ccc(NS(=O)(=O)c3ccc(OC)cc3)cc2C(=O)N([C@H](C)CO)C[C@@H]1C	x	5.9
Cc1ccc(-c2nc3ncccc3o2)cc1NC(=O)COc1cc(C)c(Cl)c(C)c1	2.1	-26.2
Cc1nn(Cc2cccc(C(=O)Nc3ccc(S(=O)(=O)N4CCCCC4)cc3)c2)c(C)c1Cl	-2.9	-15.4

(more compounds)
SMILES	STK33 inh	p53 PUMA act
Cc1ccc(S(=O)(=O)Nc2ccc3c(c2)C(=O)N([C@@H](C)CO)C[C@H](C)[C@H](CN(C)C(=O)NC2CCCCC2)OCCCC[C@H](C)O3)cc1	x	-20.0
C[C@H](CO)N1C[C@H](C)[C@@H](CN(C)C(=O)Nc2ccc(F)cc2)OCCCC[C@H](C)Oc2ccc(NC(=O)c3ccncc3)cc2C1=O	x	13.2
COc1ccc2c(c1)c(CC(=O)OCc1ccccn1)c(C)n2C(=O)c1ccc(Cl)cc1	x	-8.4
CC(C)NC(=O)Nc1ccc2c(c1)C(=O)N([C@H](C)CO)C[C@H](C)[C@@H](CN(C)S(=O)(=O)c1ccc(F)cc1)OCCCC[C@@H](C)O2	0.7	x
C[C@H]1CN([C@@H](C)CO)C(=O)c2cc(NC(=O)Cc3cn(C)c4ccccc34)ccc2O[C@H]1CN(C)Cc1ccccc1	0.5	x

High-throughput results: PubChem BioAssay, Broad Institute
